S1P3 antagonist – S1P3 (human) receptor antagonism | inhibition, % at 4.98 µM | Q99500 | 170,000 compounds, 0.27% hits | CHO S1P3 NFAT-BLA reporter, FRET fluorescence, antagonist mode | AID 485;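 active = inhibition above the plate cutoff, the mean inhibition of test wells on that plate plus 3 SD, cut at about 28% in these data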;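 note: cells challenged with S1P at its EC80 of 0.8 µM; blue over green emission ratio from cleaved BLA substrate after 4 h stimulation; 0% = S1P-stimulated wells and 100% = unstimulated DMSO-only wells; some compounds past the cut are filed as inactive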
Target sequence (Q99500 whole entry, looked up): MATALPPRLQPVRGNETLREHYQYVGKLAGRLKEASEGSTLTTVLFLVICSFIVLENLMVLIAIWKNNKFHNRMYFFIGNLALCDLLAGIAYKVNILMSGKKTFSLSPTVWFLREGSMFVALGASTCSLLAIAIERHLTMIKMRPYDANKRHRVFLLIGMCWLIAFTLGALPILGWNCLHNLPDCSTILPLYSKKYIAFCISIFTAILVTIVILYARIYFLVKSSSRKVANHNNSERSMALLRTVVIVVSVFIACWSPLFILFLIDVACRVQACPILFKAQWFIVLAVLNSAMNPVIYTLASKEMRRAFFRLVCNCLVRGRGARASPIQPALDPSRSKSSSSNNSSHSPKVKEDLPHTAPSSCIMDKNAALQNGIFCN
* marks the source's active call; other numbers are inactive results.

Results for CC(=O)OC1CC[C@@]2(C)C(CCC3C2CC(=O)[C@@]2(C)C3CC3CC(C)=CC(=O)C32)C1 (stereo not given in full) ?
S1P3 antagonist: -2

What do the screens show for `CSc1n[nH]c2nc3c(c(=O)n12)C1(CCCCC1)Cc1ccccc1-3`?
S1P3 antagonist: 5

What do the screens show for `COCC(C)NC(=O)c1cc2cccc([N+](=O)[O-])c2[nH]1` (stereo not given)?
S1P3 antagonist: 13

Results for C=CCOc1cccc(C2c3c(oc4ccc(F)cc4c3=O)C(=O)N2CCCN2CCOCC2)c1 (stereo not given) ?
S1P3 antagonist: 14

How did CC(C)CCN(CCC(C)C)CC(O)Cn1c2ccccc2c(=O)c2ccccc21 (stereo not given) do in these assays?
S1P3 antagonist: -11

How did O=C(CSc1ccc(C(F)(F)F)cn1)Nc1ccccc1 do in these assays?
S1P3 antagonist: -8

How did O=C(CN1C(=O)S/C(=C\C=C\c2ccccc2)C1=O)N1CCOCC1 do in these assays?
S1P3 antagonist: 13

How did Cc1ccsc1/C=N/NC(=O)C1C(=O)NCC1c1ccccc1 (stereo not given) do in these assays?
S1P3 antagonist: -4

How did Cc1cccc(CSc2nnc([C@@H]3CCCN3C(=O)OC(C)(C)C)o2)c1 do in these assays?
S1P3 antagonist: 5

Results for Cc1ccc2nc(SCC3CCCCO3)[nH]c2c1 (stereo not given) ?
S1P3 antagonist: 8

How did Cc1ccc(S(=O)(=O)[N-]c2nc3ccccc3nc2-[n+]2cc(C)cc(C)c2)cc1 do in these assays?
S1P3 antagonist: 6

What do the screens show for `Cc1ccc2c(c1)c1c(n2CC(O)CN2CCC(C)CC2)CCCC1` (stereo not given)?
S1P3 antagonist: 19

How did Cc1ccc(C(=O)NS(=O)(=O)c2ccc(C)cc2)cc1 do in these assays?
S1P3 antagonist: 16

What do the screens show for `COc1ccccc1N1C(=O)C2C(C(=O)c3ccccc3)=NN(c3ccccc3)C2C1=O` (stereo not given)?
S1P3 antagonist: 10

How did COc1cc(N2C(=O)NC3CC2(C)Oc2ccc(Br)cc23)cc(OC)c1OC (stereo not given) do in these assays?
S1P3 antagonist: -23

Results for Cc1onc(-c2c(F)cccc2Cl)c1C(=O)c1ccccc1 ?
S1P3 antagonist: 14

What do the screens show for `CCc1ccc(NC(=O)CSc2nc(CSc3ccc(C)cc3)cc(=O)[nH]2)cc1`?
S1P3 antagonist: 3

Results for N#CC(=NCc1cccnc1)C1=C(O)c2ccccc2C1=O ?
S1P3 antagonist: -8

What do the screens show for `O=C1CNC(=S)N1CCc1ccc(O)c(O)c1`?
S1P3 antagonist: -1

What do the screens show for `COC(=O)c1cccc(-n2c(CCC(=O)O)ccc2-c2cccs2)c1`?
S1P3 antagonist: 3

What do the screens show for `COC(=O)c1noc(C)c1-c1ccnn1C(=O)c1ccc(Cl)cc1`?
S1P3 antagonist: -10

What do the screens show for `COc1cc(C2c3sc(=O)[nH]c3SC3C(=O)N(c4ccc(Br)cc4)C(=O)C32)ccc1O` (stereo not given)?
S1P3 antagonist: -5

What do the screens show for `CCOc1ccc(C(=O)NC(C(=O)NCC2CCCO2)C(C)C)cc1` (stereo not given)?
S1P3 antagonist: -8

Results for O=C(c1ccccc1)N1CCN(S(=O)(=O)c2ccccc2)CC1 ?
S1P3 antagonist: 6

What do the screens show for `CCCn1c(=S)[nH]c2cc(Cl)ccc21`?
S1P3 antagonist: -5

What do the screens show for `COC(=O)c1sccc1Oc1ccc(Cl)cc1N1C(=O)CCC1=O`?
S1P3 antagonist: -5

Results for Cc1ccc(S(=O)(=O)Nc2nc3ccccc3nc2NCC2CCCO2)cc1C (stereo not given) ?
S1P3 antagonist: 17

Results for O=C1NC(=Nc2ccc(O)cc2)S/C1=C\C=C\c1ccco1 ?
S1P3 antagonist: 2

What do the screens show for `FC(F)(F)c1ccc(Cl)c(-n2c(-c3cc(C4CC4)[nH]n3)n[nH]c2=S)c1`?
S1P3 antagonist: 7

How did OC(CNC1Cc2ccccc2C1)COc1ccc(F)cc1 (stereo not given) do in these assays?
S1P3 antagonist: 12

Results for O=C(O)c1ccccc1C(=O)Nc1ccc(Oc2cccc(C(F)(F)F)c2)nc1 ?
S1P3 antagonist: 3

What do the screens show for `NC1=NC(c2ccccc2)=NC1(NC(=O)c1ccccc1)C(Cl)Cl` (stereo not given)?
S1P3 antagonist: -5

Results for O=C(O)c1ccccc1C(=O)NC1Cc2ccccc2C1 ?
S1P3 antagonist: 1

How did N/C(COc1cc(Cl)cc(Cl)c1)=N\O do in these assays?
S1P3 antagonist: 3

What do the screens show for `C/C(=N\Nc1ccc([N+](=O)[O-])cc1)c1ccc(C#N)cc1`?
S1P3 antagonist: 8

How did O=C(NNC1CC(=O)N(c2ccc(Br)cc2)C1=O)c1cccs1 (stereo not given) do in these assays?
S1P3 antagonist: 3

How did O=C(CSc1n[nH]c(=O)n1Cc1ccco1)N1CCOCC1 do in these assays?
S1P3 antagonist: -4

How did Cc1ccc(NC(=O)c2c(-c3ccccc3Cl)noc2C)nc1 do in these assays?
S1P3 antagonist: -12

Results for O=C(O)COc1ccccc1/C=N/NC(=O)CN1CCN(S(=O)(=O)c2ccc(Br)cc2)CC1 ?
S1P3 antagonist: 1

Results for Cc1ccc2c(c1)C(=O)CC(O)(C(F)(F)F)O2 (stereo not given) ?
S1P3 antagonist: -14

Results for CSC(SC)=C(C#N)C(=O)c1ccccc1 ?
S1P3 antagonist: -21

Results for Cn1c2ccccc2c(=O)c2c(=O)n(Cc3ccccc3)c(-c3ccc(F)cc3)nc21 ?
S1P3 antagonist: -5

Results for Nc1ccccc1SSc1ccccc1N ?
S1P3 antagonist: 3

How did NC(=O)c1ccccc1Br do in these assays?
S1P3 antagonist: 2

Results for O=C(Nc1ccccc1)NC1CCCCNC1=O (stereo not given) ?
S1P3 antagonist: 8

What do the screens show for `Cc1ccc(C)c(Nc2c([N+](=O)[O-])c(=O)oc3ccccc23)c1`?
S1P3 antagonist: -4

Results for CNc1nnc(C(F)(F)F)s1 ?
S1P3 antagonist: -7

How did COCCn1c(-c2cc(OC)c(OC)c(OC)c2)nc2oc3cc(OC)ccc3c(=O)c2c1=O do in these assays?
S1P3 antagonist: -5

What do the screens show for `CCC1(C)Cc2ccccc2C(=O)N1` (stereo not given)?
S1P3 antagonist: -6

Results for O=C(NCCSCc1ccc(Cl)cc1)c1cccs1 ?
S1P3 antagonist: -2

3 compounds picked at random from those above, as already listed:
How did COCCn1c(-c2cc(OC)c(OC)c(OC)c2)nc2oc3cc(OC)ccc3c(=O)c2c1=O do in these assays?
S1P3 antagonist: -5

How did NC(=O)c1ccccc1Br do in these assays?
S1P3 antagonist: 2

Results for Nc1ccccc1SSc1ccccc1N ?
S1P3 antagonist: 3

Other results
Results for O=C(COC(=O)c1cc(NS(=O)(=O)c2cccs2)ccc1O)Nc1ccccc1 ?
S1P3 antagonist: -5

Results for CC(C)NC(=O)C1CCN(C2CCN(C(=O)c3ccc4cccc(F)c4n3)CC2)CC1 ?
S1P3 antagonist: -4

What do the screens show for `Cc1c(C=C2C(=O)c3ccccc3C2=O)cc(C#N)n1C`?
S1P3 antagonist: -2

What do the screens show for `COc1ccc(CCNC(=O)C23CCC(C)(C(=O)C2Br)C3(C)C)cc1OC` (stereo not given)?
S1P3 antagonist: 1

What do the screens show for `COc1ccccc1-c1coc2cc(OC(=O)N3CCOCC3)ccc2c1=O`?
S1P3 antagonist: -22

How did Cn1ncc(Br)c1N1C(=O)CCC1=O do in these assays?
S1P3 antagonist: 5

What do the screens show for `NNC(=O)c1cc(-c2cccs2)nc2ccccc12`?
S1P3 antagonist: 5

What do the screens show for `COc1ccc(CNC(=S)N/N=C(/C)c2ccccc2)cc1`?
S1P3 antagonist: -10

How did Cn1c(=O)n(Cc2ccccc2)c(=O)c2c1nc1n2CCCN1C1CCCCC1 do in these assays?
S1P3 antagonist: -2

How did COC(=O)c1n[nH]n(-c2cc(Cl)cc(Cl)c2)c1=O do in these assays?
S1P3 antagonist: -19

Results for CCN(CC)S(=O)(=O)c1ccc(N2CCCC2)c(NC(=O)C2CCCCC2)c1 ?
S1P3 antagonist: -1

How did O=c1c2c3c(sc2nc2n1CCC2)CCCC3 do in these assays?
S1P3 antagonist: -14

How did Cc1ccc(N2C(=O)c3ccccc3C2=O)cc1 do in these assays?
S1P3 antagonist: -1

Results for O=C(N/N=C/c1ccc([N+](=O)[O-])o1)c1ccncc1 ?
S1P3 antagonist: -1

What do the screens show for `CCOc1ccc(/C=N/NC(=S)NC2CC3CCC2C3)cc1` (stereo not given)?
S1P3 antagonist: -4

Results for CCCCN(CC)Cc1c(O)ccc2c(-c3ccccc3)cc(=O)oc12 ?
S1P3 antagonist: -1

Results for CC1(c2ccccc2)CC(c2ccccc2)=Nc2ccccc2N1 (stereo not given) ?
S1P3 antagonist: 10

What do the screens show for `Cc1ccc([N+](=O)[O-])c(C(=O)N/N=C/c2cccs2)c1`?
S1P3 antagonist: -9

What do the screens show for `CCOC(=O)c1sc(=S)n(-c2ccc(OC)cc2)c1C`?
S1P3 antagonist: -12

What do the screens show for `COc1cccc(CN(C)Cc2nc3cc(C(F)(F)F)ccc3c(=O)[nH]2)c1`?
S1P3 antagonist: 1

Overlap with the part before: 4 compounds; new compounds follow.
Results for CC1(c2ccccc2)CC(c2ccccc2)=Nc2ccccc2N1 (stereo not given) ?
S1P3 antagonist: 10

What do the screens show for `Cc1ccc([N+](=O)[O-])c(C(=O)N/N=C/c2cccs2)c1`?
S1P3 antagonist: -9

What do the screens show for `CCOC(=O)c1sc(=S)n(-c2ccc(OC)cc2)c1C`?
S1P3 antagonist: -12

What do the screens show for `COc1cccc(CN(C)Cc2nc3cc(C(F)(F)F)ccc3c(=O)[nH]2)c1`?
S1P3 antagonist: 1

What do the screens show for `CCNc1ccc([N+](=O)[O-])cc1`?
S1P3 antagonist: -2

How did O=CN/N=C/c1c(O)ccc2ccccc12 do in these assays?
S1P3 antagonist: -2

Results for COc1cccc(C(=O)OCn2nnc3ccccc3c2=O)c1OC ?
S1P3 antagonist: -23

Results for COc1ccc2nc(SC)cc(C)c2c1 ?
S1P3 antagonist: 7

How did O=C(NCc1ccc(S(=O)(=O)NC2CCCCC2)s1)c1ccccc1 do in these assays?
S1P3 antagonist: -21

What do the screens show for `O=C(c1ccco1)N1N=C(c2ccccc2)CC1c1ccc2nccnc2c1` (stereo not given)?
S1P3 antagonist: -13

What do the screens show for `CC1CN=C(N(C(=O)Nc2ccccc2)C(C)c2ccccc2)S1` (stereo not given)?
S1P3 antagonist: 8

How did CCOC(=O)c1cccc(NC(=O)Nc2ccc3c(c2)C(=O)OC3)c1 do in these assays?
S1P3 antagonist: -2

How did C=CCN(C(=O)Nc1ccc2c(c1)nc(C)n2C)c1ccccc1 do in these assays?
S1P3 antagonist: 5

What do the screens show for `COc1ccc(C2c3ccc(O)cc3Oc3ncn(Cc4ccco4)c(=N)c32)cc1OC` (stereo not given)?
S1P3 antagonist: -8

What do the screens show for `O=C1CCCCC1C(=O)c1ccccc1` (stereo not given)?
S1P3 antagonist: -5

What do the screens show for `COC(=O)/C(=C\Nc1ccc(Cl)cc1Cl)NC(=O)c1ccc(OC)cc1`?
S1P3 antagonist: -2

What do the screens show for `CC(=O)Nc1cccc(-n2nnc(SCC(=O)N(C)c3ccccc3)n2)c1`?
S1P3 antagonist: 0

What do the screens show for `O=c1/c(=C\c2ccc(O)cc2)sc2nc(-c3ccccc3)c(-c3ccccc3)n12`?
S1P3 antagonist: -11

Results for COc1cccc(C(=O)Nc2cccc(-c3nnc(-c4ccccc4)o3)c2)c1 ?
S1P3 antagonist: -32

How did N=c1ccn2c(n1)OC1C(O)C(CO)OC12 (stereo not given) do in these assays?
S1P3 antagonist: -17

Results for COc1ccc(-c2coc3cc(OC(=O)N4CCOCC4)ccc3c2=O)cc1 ?
S1P3 antagonist: -45

How did CCc1cccc2c1NC1(CCCC1)CC2C (stereo not given) do in these assays?
S1P3 antagonist: 2

How did O=c1c(Cl)c(NS(=O)(=O)c2ccccc2)cnn1-c1ccccc1 do in these assays?
S1P3 antagonist: -7

Results for CN1CCc2c(sc3c2C(=O)NC(c2ccc(-c4ccc(Cl)cc4)o2)N3)C1 (stereo not given) ?
S1P3 antagonist: 10

How did CCn1c(C)nc2cc(C(N)=O)ccc21 do in these assays?
S1P3 antagonist: -3

What do the screens show for `CC1(C)CN=C(N(C(=O)Nc2ccccc2)c2ccccc2F)S1`?
S1P3 antagonist: -6

How did O=C(NNc1ncnc2sccc12)c1ccc(Cl)cc1 do in these assays?
S1P3 antagonist: 8

Results for CN(C)Cc1cc(C(C)(C)C)cc(C(C)(C)C)c1O ?
S1P3 antagonist: -25

Results for Cc1c(CC(=O)O)c(=O)oc2cc3oc4c(c3cc12)CCCC4 ?
S1P3 antagonist: -13

Results for O=C(NNC(=O)c1ccc[nH]1)Nc1cccc(C(F)(F)F)c1 ?
S1P3 antagonist: 17

How did O=C1/C(=C\c2ccsc2)N2CCC1CC2 do in these assays?
S1P3 antagonist: 8

What do the screens show for `O=C(CCc1nnc(-c2ccccc2)o1)c1ccc(Cl)cc1`?
S1P3 antagonist: -3

What do the screens show for `Cc1nc(S/C(=C/c2ccc(-c3ccc(C(=O)O)cc3)o2)C(=O)O)n[nH]1`?
S1P3 antagonist: -14

Results for COC(=O)CCSCC(=O)Nc1ccc(S(=O)(=O)N2CCOCC2)cc1OC ?
S1P3 antagonist: -13

A stretch from the list above, as a working copy:
How did CCn1c(C)nc2cc(C(N)=O)ccc21 do in these assays?
S1P3 antagonist: -3

What do the screens show for `CC1(C)CN=C(N(C(=O)Nc2ccccc2)c2ccccc2F)S1`?
S1P3 antagonist: -6

(listing goes on)
How did CC(=O)Nc1nccc(-c2cc(-c3ccccc3)no2)n1 do in these assays?
S1P3 antagonist: -11

How did CN(C)S(=O)(=O)c1cccc(COC(=O)c2ccc(Cl)cc2O)c1 do in these assays?
S1P3 antagonist: -2

How did CC(Nc1nc2ccccc2n2cnnc12)c1ccccc1 (stereo not given) do in these assays?
S1P3 antagonist: -4

Results for CC(/C=N/NC(=O)c1cc(C2CC2)[nH]n1)=C\c1ccccc1 ?
S1P3 antagonist: 0

Results for Cc1cccc(Oc2nc(-c3ccncc3)nc3ccccc23)c1 ?
S1P3 antagonist: -8

Compound activity: PubChem, The Scripps Research Institute Molecular Screening Center

Not all compounds are listed; the hit share may differ from the screen's.
